Rat MKP-3 inhibitors: inhibition of rat DUSP6 enzyme activity – biochemical, in vitro, primary screen (AID 425); recombinant MKP-3 phosphatase activity, fluorescence; higher % means a stronger effect; hit rate 0.17% among 110,000; one-dose inhibition, % at 20 µM; IC50 in µM for titrated hits; in the data active = inhibition above about 50%;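 also: plate controls were vehicle for no effect and reference inhibitor for full effect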
Hsp70 inhibitors: Hsp70 inhibitors, probe displacement, primary screen, biochemical, fluorescence polarization (AID 583); Hsp70 fluorescence polarization probe displacement, mP; higher % means a stronger effect; one-dose displacement, % at 20 µM; IC50 in µM for titrated hits; hit rate 0.06% among 140,000; in the data active = displacement above about 50%;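 also: plate controls were vehicle for no effect and reference ligand for full effect; a part of the inactive calls stands beside numbers as strong as those of hits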
* marks the source's active call; other numbers are inactive results; . = not tested or not shown; & = joins results of further samples. The list is partial. The share of hits here may be higher or lower than overall.

SMILES	Rat MKP-3 inhibitors	Hsp70 inhibitors
CCN1CCN(c2cc(C(C)(C)C)nc3c(-c4ccccc4)c(C)nn23)CC1	.	3.6%
O=C(Nc1nncs1)C1c2ccccc2Oc2ccccc21	-1.2%	.
COc1ccc(CCNC(=O)CCC(=O)N2CCN(S(=O)(=O)c3ccccc3)CC2)cc1OC	-12.1%	2.7%
CCOC(=O)c1c(NC(=O)CN2CCCCC2)sc2c1CCCC2O (centres undefined)	3.9%	0.7%
CSc1nc2c(c(C(F)(F)F)n1)CC(C)CC2 (centres undefined)	.	3.6%
O=S(=O)(c1cccc(Cl)c1)N1CCCC1	-0.7%	1.1%
COc1ccc(N=C2NN=C(c3ccc4c(c3)OCCO4)CS2)cc1	.	7.0%
CC(C)CN1C(=O)c2ccc(C(=O)Nc3ccc(O)cc3C(=O)O)cc2C1=O	4.0%	0.2%
Cc1noc(C)c1C(=O)N1CCN(Cc2ccc3c(c2)OCO3)CC1	-8.1%	6.5%
COc1ccc(N(CC(=O)Nc2ccc(I)cc2)S(C)(=O)=O)c(OC)c1	0.4%	2.9%
O=C(CCN1C(=O)C2CC=C(Cl)CC2C1=O)Nc1ccccc1O (centres undefined)	-1.5%	1.4%
CN1C(=O)C(O)(c2sc(N)nc2-c2ccccc2)c2ccccc21 (centres undefined)	-1.0%	-1.3%
COc1ccc(C2Nc3ccccc3C(=O)N2Cc2ccccc2)cc1Cn1nnc2ccccc21 (centres undefined)	9.5%	4.6%
O=C(c1ccc(F)cc1)N(Cc1ccccc1)c1ccccn1	-0.6%	-0.5%
O=C(COC(=O)c1cc(S(=O)(=O)N2CCOCC2)ccc1O)NCCc1ccccc1	.	7.8%
O=C(CSc1nc(O)cc(=O)[nH]1)Nc1ccccc1	-0.8%	-1.6%
O=C(Cn1cnc2c(nnn2-c2cccc(Cl)c2)c1=O)N1CCCC1	4.2%	2.3%
CCCOC(=O)c1cccc(NC(=O)/C=C/c2ccc(OC)c(Br)c2)c1	3.1%	1.7%
CC(=O)c1c(N2CCOCC2)nc(=S)n(-c2ccccc2)c1C	.	5.0%
Cc1cccc(N(CC(=O)Nc2ccccc2F)S(C)(=O)=O)c1	.	1.9%
CS(=O)(=O)N1CCN(c2ccccc2NC(=O)c2ccco2)CC1	.	1.1%
NC(=O)C1(N2CCCCC2)CCN(CC(=O)Nc2ccc(Oc3ccccc3)cc2)CC1	-17.0%	-5.3%
CCN(CC)C(C)C(=O)NCC1(c2ccccc2)CCOCC1 (centres undefined)	.	-1.0%
Cc1ccccc1NCC(=O)N/N=C\c1c(O)ccc2ccccc12	1.2%	-8.2%
CC(=O)NC1CC2CCCC(C1)N2S(=O)(=O)c1cccc(F)c1 (centres undefined)	-13.0%	-4.6%
Cc1cc(C)c2ccc(C(=O)O)nc2c1O	.	2.0%
COc1ccc(CCNC(=O)c2c(O)c3c([nH]c2=O)CCCC3)cc1OC	0.2%	0.9%
CC1CCN(CC(O)COc2ccc(OCC(O)CN3CCC(C)CC3)cc2)CC1 (centres undefined)	0.3%	-3.1%
O=C(CSc1nnnn1-c1ccc(F)cc1)Nc1nc2ccccc2s1	.	-8.4%
Cc1c(NC(=O)CN(c2ccccc2)S(C)(=O)=O)c(=O)n(-c2ccccc2)n1C	5.6%	4.2%
CCCCOC(=O)C(C)Nc1n[nH]c(=S)[nH]c1=O (centres undefined)	.	2.3%
CCN(CC)CCCOc1cccc(OC)c1	-1.5%	5.0%
Cc1ccc(C)c(N=C2NC(=O)CS2)c1	-9.1%	0.5%
COc1cc(/C=N/NC(=O)CCC2C(=O)NN=C2C)ccc1O (centres undefined)	2.9%	2.9%
COCCNC(=O)CN1C(=O)CSc2ncccc21	-6.3%	1.8%
Cc1cc(C)n2nc(C(=O)NCc3ccco3)nc2n1	-3.9%	3.1%
C=CCn1c(=O)[nH]c(=O)n(CC=C)c1=O	7.7%	-1.6%
O=C1Nc2ccccc2C(O)(C(=O)N2CCCCC2)N1c1ccccc1 (centres undefined)	-2.8%	3.4%
Cc1ccc(CN2CCN(/N=C\c3cccc([N+](=O)[O-])c3)CC2)cc1	3.9%	-2.6%
Cc1cc(C)n(C(=O)c2ccncc2)n1	-7.5%	-2.0%
CC(=O)N(Cc1ccco1)C1(C(=O)NC2CCCCC2)CCCCC1	-7.5%	8.0%
Cc1ccc(N2C(=O)/C(=C/c3ccccc3C)C(=O)NC2=S)cc1	5.2%	2.0%
CC(C)OC(=O)c1cc2n(n1)C(C(F)(F)F)CC(c1cccs1)N2 (centres undefined)	-0.2%	1.1%
CC(Sc1nnc(C2CCCCC2)n1N)C(=O)NCc1ccc2c(c1)OCO2 (centres undefined)	-13.0%	2.9%
CCN(CC)c1ccc(C=Nc2ccccc2C(=O)Nc2ccccc2)c(O)c1	-5.2%	-1.0%
COc1cc(NS(=O)(=O)c2cccc3nsnc23)c(C(=O)O)cc1OC	-4.3%	7.2%
Cc1ccccc1N1CCN(CCN2C(=O)CC(=C3c4ccccc4-c4ccccc43)C2=O)CC1	.	0.4%
COC(=O)CSc1nnc(-c2ccoc2C)n1-c1ccc(OC)cc1	-6.0%	3.7%
O=C1Nc2ccccc2OC1CC(=O)N1CCCC1 (centres undefined)	-6.3%	4.2%
Nc1c(C(=O)c2ccccc2)sc2nccc(NCc3ccccc3)c12	-0.2%	-0.1%
CCn1c2ccccc2c2nc3ccccc3nc21	-1.3%	5.9%
Cn1ncc(N)c1C(=O)Nc1cccc(C(F)(F)F)c1	-1.1%	9.0%
C=CCSc1nnc2c(n1)OC=Nc1ccccc1-2	-12.2%	0.3%
c1ccc(CCN2CN=C(Nc3nc4ccccc4o3)NC2)cc1	-8.6%	0.3%
CC(=O)c1cccc(NC(=O)/C(=C\c2ccco2)NC(=O)c2cccs2)c1	1.4%	-3.0%
O=C1NC(=O)/C(=C/c2ccc(OC(=O)c3ccccc3I)cc2)S1	-4.4%	-0.3%
N#C/C(=C/c1ccc(Sc2ccccc2)o1)C(=O)Nc1ccc(F)cc1	7.8%	0.6%
CC(Oc1cccc(Cl)c1)C(=O)Nc1cc(=O)n(C)c(=O)n1C (centres undefined)	11.4%	0.1%
CC1(C)CC(NC(=O)COc2ccccc2Cl)CC(C)(C)N1	0.7%	5.5%
FC(F)(F)c1ccc(N/N=C/c2ccc3c(c2)OCO3)nc1	-1.8%	5.3%

New compounds follow:
SMILES	Rat MKP-3 inhibitors	Hsp70 inhibitors
COc1ccc(S(=O)(=O)n2cnc3cc(C)c(C)cc32)cc1	-9.1%&5.3%	-0.4%&-1.8%
CCOc1ccc(C(=O)Nc2ccc(N(CC)CC)cc2)cc1[N+](=O)[O-]	-5.3%	0.3%
Nc1ccn(-c2ccc(Cl)cc2)c(=O)c1	0.7%	3.1%
Cc1cc(C(=O)Nc2sc3c(c2C#N)CCC(C)C3)no1 (centres undefined)	2.5%	-4.6%
C=CCN1C(=O)/C(=C\c2ccc(N(C)C)cc2)SC1=Nc1ccccc1	-16.0%	-2.6%
CCOC(=O)c1ccc(-c2ccc(C(=O)Nc3cccc(-c4nc5ncccc5o4)c3C)o2)cc1	7.4%	-3.0%
COc1cccc(N2CC(C(=O)Oc3ccc4ccccc4c3)CC2=O)c1 (centres undefined)	.	-0.4%
Cc1ccnc(N2CCN(c3c4c(c(C#N)c5nc6ccccc6n35)CCC4)CC2)c1	0.7%	-16.7%
COc1ccc(-c2cc(-c3ccccc3)nc(N/N=C/c3ccc(O)cc3O)n2)cc1OC	2.0%	1.2%
CN(C)c1ccc(/C=N/NC(=O)CNC(=O)c2ccc(F)cc2)cc1	-2.8%	-2.0%
Cc1ccc(-c2[nH]nc3c2C(c2cccnc2)C(C#N)=C(N)O3)cc1 (centres undefined)	-1.9%	1.1%
CCCN1C(=O)c2cc(C(=O)NCc3ccc(OC)cc3)ccc2C1O (centres undefined)	-6.7%	-4.4%
CC(=O)Nc1cccc(N(C)C)c1	-7.1%	-0.8%
COc1ccc(OCc2cccc(C(=O)Nn3cc([N+](=O)[O-])cn3)c2)cc1	.	-0.7%
c1ccc2c(c1)nc(NCCN1CCOCC1)c1nncn12	-6.2%	-1.0%
O=C(Oc1ccc2ccccc2c1)c1ccccc1	.	4.8%
C/C(=N\NC(=O)c1c[nH]c2ccccc12)c1ccc(C)o1	.	3.8%
O=C(COc1ccccc1[N+](=O)[O-])Nc1ccc2oc(-c3ccc(Br)cc3)nc2c1	3.6%	3.1%
Cc1c(OCC(=O)OC(C)(C)C)ccc2c3c(c(=O)oc12)CCC3	-9.3%	8.2%
Cc1cc(Cl)ccc1OCC(=O)Nc1nc2ccccc2s1	-2.6%	6.3%
COc1ccc(Br)cc1CN1CCN(Cc2ccncc2)CC1	1.4%	-3.6%
O=C(CSc1nnc(CNc2ccc(F)cc2)n1Cc1ccccc1)NCc1ccccc1	.	-1.0%
CCOc1ccc(S(=O)(=O)N(CC(=O)NC)c2ccc(C)cc2)cc1	-1.8%	-0.1%
Cc1oc(-c2ccc(Cl)cc2)nc1CN1CCCC(C(=O)NCc2ccccn2)C1 (centres undefined)	11.1%	3.9%
CCOCC(=O)N1CCN(c2ccc(F)cc2)CC1	-6.9%	18.0%
Clc1ccc(OCc2nnc(-c3ccccc3Br)o2)c(Cl)c1	-15.3%	-1.1%
CCN1CCc2c(sc(N)c2C#N)C1	-11.5%	10.0%
Cc1ccc(CS(=O)(=O)CCC(=O)NCCCN2CCCC2=O)cc1	3.0%	-7.9%
COc1cc(C(=O)NCc2ccco2)c([N+](=O)[O-])cc1OC	-0.8%	4.9%
COC(=O)c1sccc1NC(=O)c1cccnc1	-11.2%	-0.3%
COc1ccc(/C=C2/SC(=S)NC2=O)cc1OCc1ccc(Cl)cc1	0.9%	-5.6%
O=C(CSc1nccc(=O)[nH]1)c1ccccc1Br	.	-3.9%
CCc1nnc(NC(=O)CSc2nccn2-c2cccc(C)c2C)s1	-12.1%	2.5%
COc1cc(-c2nc(-c3ccc(Br)o3)no2)cc(OC)c1OC	15.3%	2.5%
Cc1ccccc1C(=O)Nc1sc2c(c1C(=O)N1CCCC1)CCCCC2	-6.4%	-1.7%
Cc1ccc(S(=O)(=O)NCCC(=O)N2CCN(Cc3ccccc3)CC2)cc1	3.7%	-0.6%
CC(=O)Nc1cccc2c1C(=O)N(c1ccc(C)cc1)C2=O	.	3.3%
COc1ccc(-c2nc3nc(C)c(Cc4ccccc4)c(=O)n3[nH]2)cc1	-0.8%	0.2%
COc1ccc(CCNC2CC(=O)N(c3ccc(F)cc3)C2=O)cc1 (centres undefined)	0.1%	10.1%
Cc1ccc2[nH]c(SCc3ccccc3F)nc2c1C	3.8%	-0.5%
O=C(NC(=S)Nc1ccc2oc(-c3ccccc3Br)nc2c1)c1ccco1	-5.4%	1.7%
COc1ccc(N2C(=O)NC(=O)/C(=C/c3ccc(-c4ccc([N+](=O)[O-])cc4)o3)C2=O)cc1	4.8%	2.3%
O=S(=O)(c1ccc2c(c1)C(=NO)c1cc(S(=O)(=O)N3CCCC3)ccc1-2)N1CCCC1	-2.3%	2.2%
CC(=O)Nc1ccc2nc(-c3cccs3)[nH]c2c1	-5.9%	-3.1%
CC(C)C(OC(=O)c1cc2occc2n1C)C(=O)NCc1ccc2c(c1)OCO2 (centres undefined)	-10.5%	7.0%

One compound at a time, from the list above. Values in the order: Rat MKP-3 inhibitors	Hsp70 inhibitors
O=C(CSc1nc(O)cc(=O)[nH]1)Nc1ccccc1 as listed: -0.8%	-1.6%
O=C(NC(=S)Nc1ccc2oc(-c3ccccc3Br)nc2c1)c1ccco1 as listed: -5.4%	1.7%

Following part:
SMILES	Rat MKP-3 inhibitors	Hsp70 inhibitors
CCOc1ccc(NS(=O)(=O)c2cc(OC)ccc2OC)cc1	.	-1.2%
CCSc1nnc(NC(=O)C(CC)CC)s1	3.3%	-0.9%
O=C(CSc1nc2c(c(=O)n1-c1ccc(Br)cc1)SCC2)NCC1CCCO1 (centres undefined)	-9.9%	0.8%
CCC1(C)Cc2ccccc2-c2c1c(=O)n(-c1ccc(C)cc1)c1nnnn21 (centres undefined)	.	3.2%
O=[N+]([O-])c1ccc(-n2ncnc2-c2ccccc2)cc1	-1.6%	-1.6%
COc1ccc(Cl)cc1C(=O)NN=C1CCN(C)CC1	-0.6%	-3.8%
CN(C)c1nc(OCCNC(=O)COc2ccccc2Cl)nc(N(C)C)n1	.	2.3%
O=C(c1cnc(N2CCN(c3ncccn3)CC2)c2ccccc12)N1CCN(c2ncccn2)CC1	-0.5%	0.2%
COc1cc(C(=O)OC(C)CN2CCOCC2)cc(OC)c1OC (centres undefined)	-5.0%	-7.8%
Cc1ccc(-c2ccc(CCC(=O)O)n2C(C)C)cc1	-0.4%	3.4%

Filtered by structure, those above with fluorine
SMILES	Rat MKP-3 inhibitors	Hsp70 inhibitors
CSc1nc2c(c(C(F)(F)F)n1)CC(C)CC2 (centres undefined)	.	3.6%
O=C(c1ccc(F)cc1)N(Cc1ccccc1)c1ccccn1	-0.6%	-0.5%
Cc1cccc(N(CC(=O)Nc2ccccc2F)S(C)(=O)=O)c1	.	1.9%
CC(=O)NC1CC2CCCC(C1)N2S(=O)(=O)c1cccc(F)c1 (centres undefined)	-13.0%	-4.6%
O=C(CSc1nnnn1-c1ccc(F)cc1)Nc1nc2ccccc2s1	.	-8.4%
CC(C)OC(=O)c1cc2n(n1)C(C(F)(F)F)CC(c1cccs1)N2 (centres undefined)	-0.2%	1.1%
Cn1ncc(N)c1C(=O)Nc1cccc(C(F)(F)F)c1	-1.1%	9.0%
N#C/C(=C/c1ccc(Sc2ccccc2)o1)C(=O)Nc1ccc(F)cc1	7.8%	0.6%
FC(F)(F)c1ccc(N/N=C/c2ccc3c(c2)OCO3)nc1	-1.8%	5.3%
CN(C)c1ccc(/C=N/NC(=O)CNC(=O)c2ccc(F)cc2)cc1	-2.8%	-2.0%
O=C(CSc1nnc(CNc2ccc(F)cc2)n1Cc1ccccc1)NCc1ccccc1	.	-1.0%
CCOCC(=O)N1CCN(c2ccc(F)cc2)CC1	-6.9%	18.0%
COc1ccc(CCNC2CC(=O)N(c3ccc(F)cc3)C2=O)cc1 (centres undefined)	0.1%	10.1%
Cc1ccc2[nH]c(SCc3ccccc3F)nc2c1C	3.8%	-0.5%
